Screens from PubChem BioAssay.
Eya2 inh – blocks the phosphatase activity of human Eya2; AID 488837; O00167; 330,000 compounds, 0.006% hits; Potency, µM (highest dose often 76.9 µM), without a hit: top-dose activity, negative = inhibition, most hits filed as inhibitors; recombinant Eya2, OMFP fluorescence dephosphorylation (OMFP is methylfluorescein phosphate); also: potency is read from the fitted curve at half-maximal effect; % is scaled to controls: 0 for no effect and ±100 for the full control effect
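Eya2 (0.2 uM) preincubated 10 min at ambient with compound, then OMFP substrate added at 50 uM; 10 min reaction in 50 mM HEPES pH 7.5, 50 mM NaCl, 5 uM MgCl2, 0.05% BSA, 1 mM DTT. Fluorescence read at Ex 485/Em 525 nm.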
p53 reactivation – mutant p53 re-activation in reporter cells; Potency, µM (doses to about 92.2 µM), for inactives: at the highest dose activity change, positive = activation, hits mostly activators; 320,000 compounds, 0.063% hits; H1299 p53-A138V BP100-luciferase reporter, luminescence, 24 h; also: potency is read from the fitted curve at half-maximal effect; % of control where 0% means no effect; nearly all actives have a fitted effect of over 45% in size
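H1299 (p53-null), stable ts p53-A138V + BP100-Luc; 1000 cells/well, Opti-MEM/10% FBS; cpd 4 pt, 1:5; 24 h, 37 deg C, 5% CO2; detection reagent 10 min RT; luminescence.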
TRPV1 agonist – human TRPV1 agonism. Q8NER1. TRPV1-expressing cells, Fluo-8 calcium influx, agonist mode. activation, % at 8.33 µM. 320,000 compounds, 0.19% hits; in the data active = activation above about 80%; inconclusive = between about 30% and that limit; also: 0% is about no effect
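Cells expressing TRPV1 were dye-loaded with Fluo-8 and read kinetically: 10 s baseline, 3 min after compound (agonist portion), then 2 min after EC20 capsaicin (allosteric enhancer portion). Calcium-bound dye fluorescence at 480/520 nm.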
Integrin act MD – activates integrin-mediated alleviation for muscular dystrophy | alpha7betagal myoblasts, beta-gal FDG fluorescence, 48 h | Potency, µM (highest dose often 38.3 µM), for inactives: at the highest dose activation, most hits filed as activators | 350,000 compounds, 0.064% hits | AID 624291;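 also: potency is read from the fitted curve at half-maximal effect; 100% = response of the positive control SU9516; nearly all actives have a fitted effect of over 60% in size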
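Alpha7betagal+/- myoblasts (passage 13) were plated 16-24 hr, then exposed to compounds (1:260 dilution of DMSO stock) for 48 hours at 37C. After MPER lysis, β-galactosidase reporter activity was read as FDG fluorescence (ex 480/em 540) after 30 minutes.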
uPA generation – inhibitors of cell surface uPA generation. cell surface uPA generation assay, qHTS. Potency, µM (top dose mostly 38.3 µM), for the others: top-dose activity change, negative = inhibition, usual class: inhibitors. 330,000 compounds, 0.31% hits; active = well fitted inhibition curve with a large enough effect; inconclusive = small, poorly fitted or top-dose-only effect; inactive = no such curve, though single readings can be large or run the other way; tested in mouse RAW 264.7 cells; also: potency is read from the fitted curve at half-maximal effect; % is scaled to controls: 0 for no effect and ±100 for the full control effect; nearly all actives have a fitted effect of over 55% in size
TSG101-PTAP inh – blocks PTAP/TSG101 interaction to inhibit HIV-1 budding; Q99816; Fluorescence polarization, FITC-PTAP peptide / Tsg101 binding; Potency, µM (series often up to 115 µM), without a hit: at the top dose activity change, negative = inhibition, most hits filed as inhibitors; 340,000 tested, under 10 active; AID 493005; active = well fitted inhibition curve with a large enough effect in the main read-out, with a control signal flat, not every such curve was filed as active; inconclusive = small, poorly fitted or top-dose-only effect, or effect the other way, or a change in a side signal; inactive = no such curve, though single readings can be large or run the other way; also: potency is read from the fitted curve at half-maximal effect; % of control where 0% means no effect
Target sequence (Q99816 whole entry, looked up): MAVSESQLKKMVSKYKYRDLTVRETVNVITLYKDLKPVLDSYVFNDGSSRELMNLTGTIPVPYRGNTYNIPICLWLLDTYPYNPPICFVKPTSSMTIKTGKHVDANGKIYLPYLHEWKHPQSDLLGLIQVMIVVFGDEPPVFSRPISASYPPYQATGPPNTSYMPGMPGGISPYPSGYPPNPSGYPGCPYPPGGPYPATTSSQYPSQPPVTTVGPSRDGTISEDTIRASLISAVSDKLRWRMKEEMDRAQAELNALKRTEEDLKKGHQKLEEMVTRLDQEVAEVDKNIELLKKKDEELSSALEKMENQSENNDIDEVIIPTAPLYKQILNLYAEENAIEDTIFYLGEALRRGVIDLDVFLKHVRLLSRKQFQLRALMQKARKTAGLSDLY
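FP read-out: FITC-PTAP peptide, 50 nM final, binding Tsg101 binding domain, 10 uM final; 20 min, r.t.; 10 mM HEPES pH 7.5, 0.15 M NaCl, 0.01% Tween 20, 3 mM EDTA, 0.1 mM TCEP.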
S-ASM inh – human S-ASM enzyme inhibition; Potency, µM (titrated, usually from 57.5 µM), without a hit: at the highest dose activity change, negative = inhibition, hits mostly inhibitors; placental ASM, HMU-PC fluorogenic substrate, 60 min; 340,000 compounds, 0.006% hits; also: potency is read from the fitted curve at half-maximal effect
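Fluorogenic HMU-PC substrate (9 uM final) is turned over by placental ASM in 60 min at 37 C after a 10 min compound preincubation. Reaction ended by alkaline stop (pH 10), with fluorescence read at 386/447 nm.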
B2AR arrestin – recruits beta-arrestin to the human beta2-adrenergic receptor | Potency, µM (doses to about 46.1 µM), for inactives: top-dose activation, usual class: activators | AID 492947 | beta-arrestin recruitment to beta2AR, cell-based reporter | P07550 | 330,000 compounds, 0.02% hits;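 also: potency is read from the fitted curve at half-maximal effect; 0% = DMSO controls and full agonism = EC100 isoproterenol or metaproterenol; nearly all actives have a fitted effect of over 65% in size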
Target sequence (P07550 whole entry, looked up): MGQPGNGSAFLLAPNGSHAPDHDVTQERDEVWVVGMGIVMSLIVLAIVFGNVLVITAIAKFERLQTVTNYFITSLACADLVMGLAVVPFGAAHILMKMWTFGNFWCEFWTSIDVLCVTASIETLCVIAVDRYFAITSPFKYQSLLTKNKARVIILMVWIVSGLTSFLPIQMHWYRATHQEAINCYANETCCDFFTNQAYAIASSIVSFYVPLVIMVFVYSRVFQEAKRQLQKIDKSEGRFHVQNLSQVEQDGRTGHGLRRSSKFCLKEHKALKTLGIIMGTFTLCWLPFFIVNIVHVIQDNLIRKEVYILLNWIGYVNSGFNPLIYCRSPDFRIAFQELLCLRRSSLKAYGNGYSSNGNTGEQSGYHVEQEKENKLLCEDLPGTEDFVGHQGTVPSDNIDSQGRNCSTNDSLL
BRCA1 expr act – BRCA1 expression activation; Potency, µM (titrated, usually from 46.1 µM), inactives show at the top dose activation, actives largely listed as activators; AID 624202; MCF7-BRCA1-FFLuc reporter, luminescence, 48 h; response scale: scaled: vehicle 0%, 10 µM genistein 100%; 380,000 compounds, 1.1% hits; also: potency is read from the fitted curve at half-maximal effect; nearly all actives have a fitted effect of over 80% in size; some results filed as inactive show a strong effect at the top dose
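Using MCF7 cells harboring a BRCA1 firefly luciferase reporter, plated 2 h before compound pinning, the screen measured luminescence after 48 h incubation. Responses were normalized to DMSO and 10 microM genistein, then fitted for concentration-effect.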
ELG1 genotoxic – inducers of genotoxicity in HEK293T ELG1-luciferase cells; HEK293T ELG1-luciferase reporter, luminescence, 16 h; 330,000 compounds, 1.3% hits; Potency, µM (titrated, usually from 46 µM), for inactives: top-dose activity change, positive = activation, hits mostly activators; also: potency is read from the fitted curve at half-maximal effect; % of control where 0% means no effect; nearly all actives have a fitted effect of over 60% in size
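Cells (2,000/well) expressing the ELG1-luciferase fusion are dosed by pin tool and kept 16 hr at 37 °C, 5% CO2. Signal comes from ONE-Glo luciferase reagent after 30 min at room temperature.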
USP2a inh – inhibitors of human ubiquitin-specific protease USP2a; 330,000 compounds, 0.01% hits; O75604; AID 463254; USP2 core, Ub-CHOP2 coupled fluorogenic reporter, 485/531; Potency, µM (titrated, usually from 38.3 µM), for the others: at the highest dose activity change, negative = inhibition, most hits filed as inhibitors;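 also: potency is read from the fitted curve at half-maximal effect; plate controls were DMSO wells for no effect and full inhibition by NEM control for full effect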
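Cell-free coupled assay: 10nM USP2 core preincubated 30min RT with compound in Tris-HCl pH 8.0/CaCl2/CHAPS buffer, then 25nM Ub-CHOP2 and 25nM reporter substrate; fluorescence (Ex 485/Em 531) read after 60min RT, normalized to NEM inhibition, concentration-response curves fitted.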
An asterisk follows results filed as active; u = inconclusive; x = no result given; [ ] = dose if it differs, or a comment. Unless noted, calls follow the shape of the dose curve; as a rule, active = well fitted curve in the direction sought with a large enough effect; inconclusive = small, poorly fitted or top-dose-only effect, or another doubt; inactive = no such curve, though single readings can be large; an effect the other way counts as inactive or inconclusive.

Sample of the layout, 2 compounds:
smiles	Eya2 inh	p53 reactivation	TRPV1 agonist	Integrin act MD	uPA generation	TSG101-PTAP inh	S-ASM inh	B2AR arrestin	BRCA1 expr act	ELG1 genotoxic	USP2a inh
CCOC(=O)c1[nH]c2ccc(OC)cc2c1NC(=S)N1CCN(c2ccccc2)CC1	-5%	10%	-1	-24%	-6%	-3%	-7%	-0.3%	-31%	3%	-9%
COc1ccc(NC(=O)C2CCCN2C(=O)OCc2ccccc2)c(OC)c1 (stereo not given)	6%	0%	4	0%	8%	1%	2%	0.1%	-14%	0%	-1%

The whole of this part (from the top)
smiles	Eya2 inh	p53 reactivation	TRPV1 agonist	Integrin act MD	uPA generation	TSG101-PTAP inh	S-ASM inh	B2AR arrestin	BRCA1 expr act	ELG1 genotoxic	USP2a inh
CCOC(=O)c1[nH]c2ccc(OC)cc2c1NC(=S)N1CCN(c2ccccc2)CC1	-5%	10%	-1	-24%	-6%	-3%	-7%	-0.3%	-31%	3%	-9%
COc1ccc(NC(=O)C2CCCN2C(=O)OCc2ccccc2)c(OC)c1 (stereo not given)	6%	0%	4	0%	8%	1%	2%	0.1%	-14%	0%	-1%
CCn1c(O)c(N=NC(=O)CNc2cccc(C)c2)c2ccccc21	-15%	8%	-1	7%	3%	-1%	-11%	0.3%	-45%	2%	-8%
CN1CCN(c2ncnc3sc(-c4ccccc4)cc23)CC1	-1%	-5%	10	u	u	-6%	0%	-0.2%	-27%	2%	2%
COc1cc(Br)c(CC(=O)NNC(=O)c2ccc(F)cc2)cc1OC	-3%	-3%	x	4%	6%	0%	0%	3.2%	-17%	6%	-5%
CCOC(=O)C1CCCN(C(=O)c2cc3cc(Br)ccc3oc2=O)C1 (stereo not given)	-3%	0%	10	0%	-4%	-8%	6%	-0.1%	3%	-3%	2%
CN1CCN(C(CNS(=O)(=O)c2ccc(Br)cc2)c2ccc3c(c2)OCO3)CC1 (stereo not given)	-1%	-2%	19	5%	2%	-4%	6%	0.4%	-1%	0%	-1%
CC(=O)N1CCN(S(=O)(=O)c2ccc(C)cc2)C1c1ccc(N(C)C)cc1 (stereo not given)	16%[15.4 µM]	1%	1	12%	6%	-10%	-1%	0.1%	-10%	-1%	4%
CCC(C)C1(C2CCCC2)NC(=O)NC1=O (stereo not given)	x	x	x	13%	2%	-9%	3%	x	-7%	x	x
Cc1cc(C(F)(F)F)nn1CC(=O)N1CCOCC1	-14%	0%	3	-4%	17%	-6%	3%	-0.7%	6%	-1%	-2%
CCc1nc2ccccc2nc1N1CCN(S(=O)(=O)c2c(C)cc(Cl)cc2C)CC1	-9%	1%	-10	-9%	-2%	-7%	17%	-0.6%	0%	-3%	3%
COc1ccc(OC)c2[nH]c(=O)c(CCNC(=O)c3cc4ccccc4o3)cc12	-5%	-7%	-5	-11%	-11%	-4%	-3%	0.0%	-2%	-15%	-1%
Cc1cc(NCCCn2ccnc2)n2nc(C)c(-c3ccc(Cl)cc3)c2n1	23%	-9%	7	-62%[inhibitor]	x	-4%	-1%	-0.1%	-57%	-1%	5%
N#Cc1ccc(C(CC(=O)O)N2Cc3ccccc3C2=O)cc1 (stereo not given)	-3%	4%	0	6%	5%	-6%	1%	3.0%	3%	1%	8%
O=C(O)c1ccc(CNC(=O)c2ccccc2NC(=O)c2ccc([N+](=O)[O-])cc2)cc1	3%	-1%	1	-10%	5%	0%	1%	-0.3%	0%	-8%	3%
CC1=NC(C)(C)Cc2c(C)cccc21	0%	6%	-1	17%	5%	0%	2%	-1.5%	29%	-2%	1%
Cc1nn(-c2ccccc2)c(Cl)c1/C=N/NC(=O)c1ccnn1C	4%	u	u	3%	12%	4%	1%	0.1%	u	15µM*	5%
O=S(=O)(c1ccccc1F)N1CCN(CCOc2ccccc2)CC1	1%	-9%	7	15%	7%	-2%	2%	0.3%	-19%	-4%	-1%
Cc1nn(CC(=O)N2CCN(c3ccccc3)CC2)c(C)c1[N+](=O)[O-]	2%	-1%	4	19%	1%	2%	0%	-0.2%	5%	-2%	0%
CC(=O)N1CCc2c(sc3c2c(=O)n(-c2ccccc2)c(=O)n3Cc2ccccc2Cl)C1	-11%	-8%	10	22%	-11%	0%	-2%	-0.9%	-29%	5%	2%
O=C(CN1CCCc2ccccc21)NC(=O)NCc1ccccc1	-1%	0%	2	u	3%	-2%	0%	0.3%	0%	-2%	2%
O=c1[nH]n(Cc2ccccc2)c(=O)c2ccccc12	0%	4%	-1	-7%	x	-5%	-6%	0.5%	-36%	2%	2%
CC(=O)CSc1nnc(Cc2ccc3c(c2)OCO3)o1	2%	3%	2	5%	-1%	-6%	-2%	0.5%	85%	5%	-2%
COc1ccc(N(CC(=O)NCc2cccs2)S(=O)(=O)c2c(C)nn(C)c2C)cc1	-6%	-4%	x	4%	-4%	0%	3%	-0.2%	-2%	-3%	1%
COc1ccc(C)cc1NC(=O)CSc1ccc(-c2sc(C)nc2C)nn1	3%	10%	17	0%	-4%	-3%	-10%	11%	-27%	-12%	1%
COc1ccccc1-n1c(CNC(=O)c2ccco2)n[nH]c1=S	3%	21%	2	-21%	2%	0%	-2%	3.0%	6%	4%	-1%
Oc1ccccc1C1CCCCC1c1ccccc1 (stereo not given)	-3%	-3%	u	19%	-13%	2%	-13%	0.1%	-21%	0%	-14%
Fc1ccc(-c2cc(C(F)(F)F)nc(-n3cc(Cl)cn3)n2)cc1	1%	2%	u	31%	-5%	-4%	-1%	-2.1%	-15%	18%	1%
CN(C(=O)c1ccc2c(c1)OCO2)C1CCS(=O)(=O)C1 (stereo not given)	12%	1%	-4	-6%	2%	-3%	4%	-1.2%	0%	0%	0%
CCC(CC)C(=O)c1c[nH]c(C(=O)NC2CCCCCC2)c1	-7%	-4%	-2	0%	0%	-2%	-1%	-1.0%	-16%	-3%	2%
Cc1ccc(CNC(=O)CNC(=O)c2c(C)nn(C)c2Cl)cc1	19%	-1%	-1	1%	5%	-2%	5%	0.1%	-13%	0%	1%
COc1ccc(NC(=O)C2(c3ccccc3)CCCC2)cc1	-6%	-2%	25	0%	4%	2%	-1%	-0.4%	-12%	-4%	1%
CCc1ccc(N2C(=O)/C(=C/c3cccs3)N(CC(=O)OC)C2=S)cc1	-1%	3%	5	4%	2%	x	-5%	-0.2%	-19%	5%	0%
COC(=O)C(C)Sc1ccc2nnc(-c3ccc(F)cc3)n2n1 (stereo not given)	1%	0%	x	4%	x	4%	4%	-0.3%	1%	1%	1%
CC1CCC(NC(=O)CCCn2sc3ccccc3c2=O)CC1 (stereo not given)	-7%	20%	30	-18%	3%	2%	-1%	-0.9%	15%	6%	1%
Cc1ccc2c(c1)c1ncn(Cc3ccc(F)cc3)c(=O)c1n2C	u	8%	12	10%	-17%	-2%	-1%	-0.5%	-8%	2%	0%
CC(=O)NN1C(=O)c2ccccc2NC1c1ccco1 (stereo not given)	5%	6%	1	-19%	16%	-2%	82%[activator]	0.1%	2%	7%	15%
O=C(O)CCn1cc(-c2ccc(Cl)cc2)nc1-c1ccncc1	4%	4%	4	5%	u	x	-2%	0.1%	19%	1%	-1%
Cc1c(Cl)cccc1NC(=O)CCN1CCCCC1	2%	-6%	1	1%	2%	-8%	0%	-0.3%	8%	-5%	0%
CC(C)C(=O)Nc1nnc(COc2ccc(Cl)cc2)s1	-29%	8%	-1	u	0%	-3%	1%	-0.4%	5%	6%	-1%

Four compounds from above, sorted by the value under TRPV1 agonist, ascending.
SMILES | Eya2 inh | p53 reactivation | TRPV1 agonist | Integrin act MD | uPA generation | TSG101-PTAP inh | S-ASM inh | B2AR arrestin
CC(C)C(=O)Nc1nnc(COc2ccc(Cl)cc2)s1 | -29% | 8% | -1 | u | 0% | -3% | 1% | -0.4%
O=C(CN1CCCc2ccccc21)NC(=O)NCc1ccccc1 | -1% | 0% | 2 | u | 3% | -2% | 0% | 0.3%
O=C(O)CCn1cc(-c2ccc(Cl)cc2)nc1-c1ccncc1 | 4% | 4% | 4 | 5% | u | x | -2% | 0.1%
COc1ccc(C)cc1NC(=O)CSc1ccc(-c2sc(C)nc2C)nn1 | 3% | 10% | 17 | 0% | -4% | -3% | -10% | 11%
